TAG inh – inhibitors of triacylglycerol accumulation, primary screen, cell-based, uHTS, fluorescence, H9c2 | AID 651582, 2012 | actives 0.66% (n = 230,000) | H9c2 cells, Nile Red lipid (TAG) fluorescence; cells loaded with 200 µM oleic acid | inhibition, % at 12.5 µM;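 active = pattern-corrected inhibition of lipid staining of at least 50% with the nuclear-stain viability signal not falling by more than 50%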;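 also: 0% = DMSO wells and 100% = triacsin C control wells; some results filed as inactive read as strong as hits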
TAG inh DAPI viability – recorded beside TAG inh, whose call it bears; DAPI nuclei signal change (viability), lower = more cytotoxic, %;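 whole-well DAPI fluorescence read on a plate reader as a viability signal; minus 50 percent equals half of cells still viable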
An asterisk follows results filed as active.

Below each compound: TAG inh | TAG inh DAPI viability
> CCOc1ccc(N2C(=O)Nc3ccccc3C2(O)C(=O)N2CCN(c3ccccn3)CC2)cc1 (configuration not stated)
 : 10.5 | -13.8
> O=C(Nc1ccccc1O)c1c(O)c2c([nH]c1=O)CCCC2
 : 19.0 | 2.3
> COc1cccc(NC(=O)CN(C)CC(=O)c2c(N)n(Cc3ccccc3)c(=O)n(C)c2=O)c1
 : -11.7 | 14.7
> CCN(CC(=O)Nc1c(F)cccc1F)C(=O)c1ccc(=O)n(Cc2ccccc2)n1
 : 4.4 | 5.8
> COc1ccc(S(=O)(=O)N/N=C\c2ccccc2F)cc1
 : -12.0 | 2.8
> O=C1NC2(CCCC2)C(=O)N1CCS(=O)(=O)Oc1ccccc1
 : -2.6 | 7.3
> COCCCn1c(C)nnc1-c1cnn(-c2ccccc2)c1N
 : 21.5 | -8.8
> Cc1cc(C(=O)CSc2nc3ccccc3c(=O)n2C)c(C)n1Cc1ccc2c(c1)OCO2
 : -64.7 | 2.9
> CC(=O)NS(=O)(=O)c1ccc(NC(=O)CCC2CCCC2)cc1
 : -12.4 | 2.7
> CC1CCCC(NC(=O)COC(=O)c2ccc3c(c2)OCCO3)C1C (configuration not stated)
 : 5.3 | 3.5
> Cc1ccc(CNC(=O)CSc2ccsc2[N+](=O)[O-])cc1
 : -35.6 | 2.3
> O=C(Oc1ccc(N(Cc2cccs2)C2=NS(=O)(=O)c3ccccc32)cc1)c1ccc(Cl)cc1
 : -16.5 | -3.1
> COc1ccc(C2c3ccc(O)cc3Oc3ncn(Cc4ccccc4)c(=N)c32)cc1OC (configuration not stated)
 : 22.8 | -16.6
> O=C(CN1C(=O)NC2(CCCc3ccccc32)C1=O)c1ccc(F)cc1 (configuration not stated)
 : 19.0 | -15.3
> CN(C)CCOC(=O)c1sc2ccccc2c1Cl
 : 4.7 | -1.2
> CCOc1ccc(C(=O)NC(C(=O)NCC(c2cccs2)N(C)C)C(C)C)cc1 (configuration not stated)
 : -2.3 | -4.5
> C[C@@H]1CN([C@@H](C)CO)C(=O)CCCn2nncc2CO[C@H]1CN(C)S(=O)(=O)c1ccc(F)cc1
 : 0.6 | -5.1
> CCc1noc(C)c1C(=O)N1CCC(CCC(=O)Nc2cccc(OC)c2)CC1
 : 0.5 | 1.2
> CCCCNC(=O)Cn1cnc2sc(C(=O)OCC)c(C)c2c1=O
 : 5.0 | 0.8
> COc1ccc(S(=O)(=O)NCC2CCCO2)cc1NC(=O)c1ccccc1 (configuration not stated)
 : -12.6 | -7.7
> Cc1cccc(-c2oc3ccccc3c2C#CCCO)c1
 : -26.6 | 11.5
> Cc1ccc(NC(=O)N2CCC(C(=O)NCC(C)C)CC2)cc1
 : 18.8 | -7.4
> O=C(CSCc1cccc(F)c1)NCc1ccccc1
 : -7.7 | -4.3
> CCCn1c(C)cc(C(=O)CN2C(=O)c3ccccc3C2=O)c1C
 : -8.4 | 1.9
> O=C(Nc1ccc(F)c(Cl)c1)c1cc(C2CCCCN2C(=O)c2ccc(Cl)cc2)on1 (configuration not stated)
 : -8.6 | 5.1
> CCOC(=O)C1(C)CCCN(C(=O)c2cccnc2SC)C1 (configuration not stated)
 : 3.8 | 3.2
> CCOc1ccc(N=Nc2c(C)noc2C)cc1
 : 1.8 | -0.7
> COc1ccc(/C=N/n2cnnc2SCc2ccccc2)cc1
 : 5.4 | -9.2
> Cc1cc(OCC(=O)N2CCOCC2)cc2oc(=O)c3ccccc3c12
 : -18.0 | 0.4
> CCOc1cc(/C=C2/NC(=O)N(CC(=O)OC)C2=O)ccc1OC
 : 17.0 | -3.9
> CC(=O)c1cccc(NC(=O)C2CC(=O)N(c3ccc4c(c3)OCCO4)C2)c1 (configuration not stated)
 : -2.8 | -1.2
> O=C(O)/C=C\c1cn(-c2ccccc2)nc1-c1cc2ccccc2o1
 : 6.8 | 19.9
> CCOc1ccc(S(=O)(=O)N2CCCCC2)c(C)c1C
 : -10.8 | 2.3
> COC(=O)C(CC(=O)c1ccc(Cl)cc1)c1ccc(C(C)C)cc1 (configuration not stated)
 : -30.3 | -3.5
> O=C(CC1SC(N2CCCCC2)=NC1=O)Nc1ccc(C(=O)NCCc2ccc(F)cc2)cc1 (configuration not stated)
 : 11.1 | -10.8
> O=C1CCc2cc(S(=O)(=O)NC3CCCCC3)ccc2N1
 : 12.2 | -14.0
> Cn1c2ccccc2c2cnn(CC(=O)Nc3ccc(F)cc3F)c(=O)c21
 : 0.2 | 3.5
> CC(C)Nc1nc(NCCOc2ccccc2Cl)c2sc(-c3ccccc3)cc2n1
 : 28.3 | 6.7
> Cc1ccc(NC(=O)C2CCN(C(=O)c3ccccc3C)CC2)nc1
 : -13.6 | 2.3
> O=C(C[n+]1cc(-c2ccccc2)n2c1CCC2)OCc1ccccc1
 : 0.2 | 14.8
> O=C(COC(=O)c1c(Cl)cccc1Cl)NC1CCCCC1
 : 6.1 | -10.3
> Cc1cccc2cc3ccccc3nc12
 : -10.4 | 3.0
> Nc1cccc2c(O)cc(S(=O)(=O)O)cc12
 : 10.5 | -36.9
> N#CC1(NC(=O)COC(=O)Cn2[nH]c(=O)c3ccccc3c2=O)CCCCC1
 : 4.5 | 3.9
> Cc1ccc(NC(=O)CSc2nn(-c3ccc(Cl)cc3)c(=S)s2)cc1S(=O)(=O)N(C)C
 : -23.3 | -3.9
> CCN1CCc2c(OCC(=O)Nc3cccc(C)c3)cccc2C1=O
 : -4.9 | 5.4
> Cc1cccc(CSCC(=O)NCc2ccc(S(N)(=O)=O)cc2)c1
 : -20.0 | 2.2
> O=[N+]([O-])c1cccc(Cl)c1NCCNS(=O)(=O)c1ccccc1
 : -15.9 | 1.0
> Cc1nc2ccccc2n2c(-c3ccccc3)c3c(=O)n(C)c(=O)n(C)c3c12
 : -7.9 | 9.8
> O=[N+]([O-])c1cccc(-c2c[n+]3c(n2-c2ccccc2)SCC3)c1
 : 4.0 | 1.5
> Cc1ccc(C)c(C(=O)c2c(C)nc3sccn23)c1
 : 0.4 | 1.1
> NC(=O)c1cc2ccccc2oc1=NCc1ccccc1
 : 5.4 | -4.9
> Cn1nnc(NC(=O)CSc2ncn[nH]2)n1
 : -19.7 | 6.5
> COc1ccc(Cl)cc1NC(=O)CSc1nncn1-c1cccnc1
 : -22.1 | -20.8
> Cc1nnc(N2CCc3ccccc3C2)[nH]c1=O
 : -17.8 | 11.0
> O=C(O)c1cccc(NC(=O)C2C3C=CC(C3)C2C(=O)OCC(F)(F)C(F)F)c1 (configuration not stated)
 : -13.0 | 4.3
> O=C(c1ccco1)N1CCN(S(=O)(=O)c2cccc(C(F)(F)F)c2)CC1
 : 1.2 | -4.2
> Cc1cccc(-n2c(C)nc3sccc3c2=O)c1
 : -9.6 | 1.7
> O=C(Nc1ccc(N2CCOCC2)cc1)c1cccc2c(-c3ccc(F)c(F)c3)coc12
 : -23.4 | 2.5
> N#CCSc1nc2sc3c(c2c(=O)n1C1CCCCC1)CCCC3
 : 2.8 | -6.5

Record cards (already shown). Order of screens: TAG inh, TAG inh DAPI viability
O=C(COC(=O)c1c(Cl)cccc1Cl)NC1CCCCC1 as listed: 6.1, -10.3
O=[N+]([O-])c1cccc(Cl)c1NCCNS(=O)(=O)c1ccccc1 as listed: -15.9, 1.0
NC(=O)c1cc2ccccc2oc1=NCc1ccccc1 as listed: 5.4, -4.9

Back to the main list; the three compounds before the break are reprinted first.
Below each compound: TAG inh | TAG inh DAPI viability
> Cc1cccc(-n2c(C)nc3sccc3c2=O)c1
 : -9.6 | 1.7
> O=C(Nc1ccc(N2CCOCC2)cc1)c1cccc2c(-c3ccc(F)c(F)c3)coc12
 : -23.4 | 2.5
> N#CCSc1nc2sc3c(c2c(=O)n1C1CCCCC1)CCCC3
 : 2.8 | -6.5
> COc1ccccc1NS(=O)(=O)c1ccc(C)c(NS(=O)(=O)c2cc(C(=O)O)cc(C)c2C)c1
 : 10.3 | -1.4
> Cc1ccc(NC(=O)CSc2nnc(C3CC3)n2N)cc1S(=O)(=O)N1CCOCC1
 : 21.4 | -4.5
> Nc1nnn(CC(=O)N/N=C/c2ccncc2)n1
 : -0.3 | 1.5
> COCC(C)n1c(SCC(=O)Nc2nccs2)nc2ccccc2c1=O (configuration not stated)
 : -8.3 | -7.7
> C=CCNC(=O)/C(C#N)=C/c1ccc(C)o1
 : 3.2 | -11.3
> C[C@H](NC(=O)c1nc[nH]c1C(=O)NCCCCCNC(=O)OC(C)(C)C)C(=O)OC(C)(C)C
 : -23.5 | 10.1
> CC(C)(C)C(=O)CSc1nc2ccccc2o1
 : -2.3 | -0.5
> CC1CCN(S(=O)(=O)c2cccc(C(=O)Nc3ccccc3)c2)CC1
 : -6.0 | -9.5
> NC(=O)C1CCN(C(=O)c2cccc(CN3C(=O)c4ccccc4C3=O)c2)CC1
 : -1.1 | -1.2
> Cc1cc(N2CCN(C)CC2)nc2ccc(NC(=O)c3cccnc3Cl)cc12
 : 7.9 | -11.9
> Cc1ccc(C2(CCNCc3ccco3)CCOC(C(C)C)C2)cc1 (configuration not stated)
 : 0.5 | 16.2
> O=c1cc(CSc2nnnn2-c2ccc(O)cc2)nc2sccn12
 : 3.0 | 9.4
> c1ccc2oc(-c3[nH]ncc3CN3CCSCC3)cc2c1
 : 12.2 | -7.8
> O=C(CN1C2CCCC1CC(NC(=O)c1ccco1)C2)Nc1ccccc1 (configuration not stated)
 : 4.4 | 2.5
> O=C(NCc1ccccc1)C1(c2cccc(F)c2)CCCC1
 : -2.0 | -2.3
> Cc1cc(C(=O)N2CCCC(C(=O)c3ccc4ccccc4c3)C2)n(C)n1 (configuration not stated)
 : 6.4 | 1.7
> Cc1ccc2cc(CN(C(=O)c3cccs3)c3ccccc3)c(=O)[nH]c2c1
 : -15.9 | -1.1
> COc1ccc(CC(=O)N(C)CC(=O)Nc2ccccc2C(F)(F)F)cc1S(=O)(=O)N1CCOCC1
 : 4.8 | 2.9
> COc1ccc(OC)c(NC(=O)Nc2cnccn2)c1
 : -0.9 | -2.8
> O=C1CCC(C(=O)Nc2cccc(S(=O)(=O)N3CCOCC3)c2)N1 (configuration not stated)
 : 8.7 | -8.5
> Cn1cc(Cl)c(C(=O)NNC(=S)Nc2cccc(Cl)c2)n1
 : 0.1 | 5.5
> Cc1ccc(O)c(C2=Nc3ccccc3N=C(c3ccco3)C2)c1
 : -0.1 | 4.1
> CN1CCN(CCCNC(=S)Nc2ccc(F)c(Cl)c2)CC1
 : 11.1 | -4.3
> CCCN(Cc1cc2cc(OC)ccc2[nH]c1=O)C(=O)c1ccncc1
 : 5.9 | -0.3
> Cc1nc2c(-c3ccc(F)cc3)c(C)nn2c(N2CCOCC2)c1C
 : -19.0 | 18.4
> Cc1cc(/C=C2/SC(=S)N(c3cccc(Cl)c3)C2=O)c(C)n1-c1cccnc1
 : -35.3 | -5.2
> COc1ccc(N2CCN(C3CCCN(Cc4ccc(F)cc4Cl)C3)CC2)cc1 (configuration not stated)
 : 7.8 | -2.4
> CN(C)CCCN(C(=O)COc1ccccc1)c1nc2ccc(Cl)cc2s1
 : 26.1 | -11.6
> Cc1nn(CC(=O)NC(=O)NC2CCCC(C)C2C)c(=O)c(C#N)c1C (configuration not stated)
 : 13.0 | 5.4
> CCc1ccc2nc(N(CCCN(C)C)C(=O)c3ccc(S(=O)(=O)N(C)C4CCCCC4)cc3)sc2c1
 : 2.1 | 10.3
> Cc1ccc(C(=O)O)cc1NCc1cccnc1
 : -6.3 | 1.2
> CC(C)CCn1nnnc1CN1CCN(c2ccc(F)cc2)CC1
 : -13.0 | -3.3
> COc1ccccc1CNC(=O)c1cc(-c2cc(F)ccc2OC)n[nH]1
 : 5.2 | -15.5
> CCCN1CCC(NC(=O)Nc2cccc3ccccc23)CC1
 : 4.4 | -2.3
> O=C(N/N=C/c1ccccn1)c1ccco1
 : 6.1 | -0.9
> CCc1ccc(/C=C2\SC(=S)N(CCCC(=O)Nc3cc(C)on3)C2=O)cc1
 : -4.8 | 13.2
> CC(=O)c1cccc(NC(=O)C2C3CCC(C3)C2C(=O)O)c1 (configuration not stated)
 : 7.5 | -1.1
> CCOC(=O)C1(Cc2ccccc2C)CCCN(S(C)(=O)=O)C1 (configuration not stated)
 : 0.4 | -11.8
> O=C(C1CCCN(S(=O)(=O)c2cnc[nH]2)C1)N1CCN(c2ccc(Cl)cc2)CC1 (configuration not stated)
 : -3.5 | 17.1
> O=C(c1cccnc1NCc1ccccc1)N1CCOCC1
 : 12.8 | 8.7
> COc1cccc(/C(O)=C2/C(=O)C(=O)N(CCCN3CCOCC3)C2c2ccncc2)c1 (configuration not stated)
 : -12.0 | 3.2
> Cc1nn(Cc2c(Cl)cccc2Cl)c(C)c1NC(=O)c1sc2ccccc2c1Cl
 : -19.5 | 3.5
> COc1ccccc1-c1sc2ccccc2c1C#CC1(O)CCCCC1
 : 9.3 | 6.9
> Cc1nc(S(=O)(=O)Nc2ccccc2C(=O)NCC2CC2)cn1C
 : -4.1 | 5.2
> Cc1cc(Cl)cc(Cl)c1OCC(=O)NCc1ccco1
 : -8.0 | 0.7
> COc1ccc(-c2csc(N(C)C(=O)c3cccs3)n2)cc1
 : -14.2 | 8.9
> CC(NC(=O)c1c(O)c2ccccc2[nH]c1=O)c1ccccc1 (configuration not stated)
 : 2.4 | -1.9
> OC(c1ccc(F)c(F)c1)c1ncc(-c2ccccc2F)[nH]1 (configuration not stated)
 : -18.2 | -7.3
> COc1cc(C(=O)Nc2ccc3nc(N4CCOCC4)sc3c2)cc(OC)c1OC
 : 14.8 | 4.4
> CN(C)c1ccc(NC(=O)c2ccncc2)c2ccccc12
 : 5.7 | -3.5
> CCOC(=O)N1CCN(C(=O)c2cccc(S(=O)(=O)Nc3ccccc3Cl)c2)CC1
 : 4.9 | 6.7
> COc1ccc(C2=NNC(c3ccco3)=Nc3ccc(F)cc32)cc1
 : -58.5 | -8.2
> CCCCN1C(=O)C(CC(=O)NC2CCCC2)CC(C(=O)N(C)C)=C1C (configuration not stated)
 : 2.7 | -15.5
> COc1cc(NC(=O)CCN2CCN(Cc3ccccc3)CC2)cc(OC)c1
 : -18.8 | 3.7
> O=C1Nc2cc(Cl)c(Cl)cc2N(O)N1c1ccccc1Cl
 : -0.7 | -2.9

Some of the compounds tested; count on the stated rates, not on these rows.
